# TAAR1 agonist: agonists of human TAAR1 | CHO RD-HGA16 TAAR1, Fluo-8 calcium fluorescence; vehicle wells 0%, saturating PEA agonist 100% | activation, % at 3 µM | AID 624467 | Q96RJ0 | 360,000 tested, 0.99% active;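 active means activation above the mean activation of all test compounds in the run plus 3 SD, cut at about 38% in these data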
#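 Test system: RD-HGA16 (CHO) cells co-expressing Gα16 and hTAAR1; dosing: one-point dosing at 3 µM (nominal); timing: 17-24 h seeding, 75 min 37 °C dye, 30 min RT; signal: kinetic Fluo-8 calcium fluorescence; read-out basis: % activation relative to PEA EC100 response; controls: DMSO and PEA EC100; replicates: n 1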
# CRFR2-BP ag: agonists of human CRF-binding protein/CRF-R2 receptor complex; activation, % at 13.2 µM; HEK293 CRF-R2/CRF-BP, calcium dye fluorescence (FLIPR); percent of saturating CRF peptide response; 350,000 tested, 0.46% active;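 active means activation of at least 50%, plus an integration ratio under a set limit after plate pattern correction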;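 further: plate controls were neutral control wells without compound for no effect and CRF at EC100 for full effect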
# M5 PAM: CHRM5 positive allosteric modulation | P08912 | CHO-K1 hM5, Fluo-8 calcium, ACh EC20 PAM; 0% = ACh EC20, 100% = ACh EC100 | activation, % at 3 µM | 360,000 tested, 0.3% active | AID 624038;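 active means activation above the run cutoff, the mean activation of all test compounds plus 3 SD, cut at about 18% in these data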
# Target sequence (P08912 whole entry, looked up): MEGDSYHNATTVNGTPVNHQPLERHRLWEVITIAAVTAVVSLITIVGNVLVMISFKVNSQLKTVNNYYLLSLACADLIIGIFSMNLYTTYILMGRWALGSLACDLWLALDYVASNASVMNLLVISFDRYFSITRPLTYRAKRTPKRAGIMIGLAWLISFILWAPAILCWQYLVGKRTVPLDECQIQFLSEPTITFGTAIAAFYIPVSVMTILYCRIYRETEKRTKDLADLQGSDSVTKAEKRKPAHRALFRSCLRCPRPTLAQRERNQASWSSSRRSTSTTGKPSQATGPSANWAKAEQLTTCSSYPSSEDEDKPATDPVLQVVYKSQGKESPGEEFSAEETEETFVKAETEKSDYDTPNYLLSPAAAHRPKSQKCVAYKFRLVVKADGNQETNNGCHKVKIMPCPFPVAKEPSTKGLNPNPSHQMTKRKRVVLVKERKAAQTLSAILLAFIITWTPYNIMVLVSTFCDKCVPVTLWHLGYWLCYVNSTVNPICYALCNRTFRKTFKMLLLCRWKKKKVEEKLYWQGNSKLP
#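 Replicates: One well per compound, no replicates | System: Human M5 receptor in CHO-K1 cells | Benchmarks: Low control EC20 acetylcholine (0%), high control EC100 acetylcholine (100%) | Probe or stimulus: Acetylcholine, EC20 level | Times: Fluo-8 loading 80 min at 37 °C plus 30 min room temperature | Signal: Intracellular calcium via Fluo-8 fluorescence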
# CHRM4 PAM: CHRM4 positive allosteric modulation. P08173. 360,000 tested, 0.4% active. CHO-K1 hM4/Gqi5, Fluo-8 calcium fluorescence, ACh EC20; 0% = ACh EC20, 100% = maximal ACh. activation, % at 3 µM;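 active means activation above its plate's cutoff, the mean activation of sample wells plus 3 SD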; further: some results filed as inactive read as strong as hits
# Target sequence (P08173 whole entry, looked up): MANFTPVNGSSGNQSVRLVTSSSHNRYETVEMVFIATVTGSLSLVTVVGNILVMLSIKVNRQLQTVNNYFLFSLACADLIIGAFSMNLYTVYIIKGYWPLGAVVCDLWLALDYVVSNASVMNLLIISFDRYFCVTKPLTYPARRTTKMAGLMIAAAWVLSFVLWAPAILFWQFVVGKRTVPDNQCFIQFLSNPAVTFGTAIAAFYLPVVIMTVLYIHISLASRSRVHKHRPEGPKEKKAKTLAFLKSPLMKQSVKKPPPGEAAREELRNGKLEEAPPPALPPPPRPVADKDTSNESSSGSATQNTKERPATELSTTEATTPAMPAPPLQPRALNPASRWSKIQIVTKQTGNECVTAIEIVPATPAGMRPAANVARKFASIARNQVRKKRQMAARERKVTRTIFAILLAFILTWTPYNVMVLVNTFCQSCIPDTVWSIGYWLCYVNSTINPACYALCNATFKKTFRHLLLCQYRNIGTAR
# CRFBP-R2 block: CRF-BP/CRF-R2 complex antagonism | HEK293 CRF-R2/CRF-BP, CRF-induced calcium fluorescence | inhibition, % at 11.8 µM | 350,000 tested, 0.59% active;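 active means inhibition of the ligand-induced calcium signal above about 50% at the single tested concentration, limit read from the data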
# M1 PAM parental: counter-screen for M1 PAMs: effect in parental CHO-K1 cells. ATP EC20, Fluo-8 calcium fluorescence; 0% at ATP EC20, 100% at ATP max. AID 602247. activation, % at 3 µM. 360,000 tested, 0.02% active;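 active means activation above the run cutoff, the mean activation of all test compounds plus 3 SD, cut at about 40% in these data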;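 further: peak over basal fluorescence ratio in a 140 s read after ATP addition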
# TAAR1 antagonist: human TAAR1 antagonism; inhibition, % at 3 µM; Q96RJ0; 360,000 tested, 1.5% active; AID 624466; CHO RD-HGA16 TAAR1, Fluo-8 calcium fluorescence, antagonist;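 active means inhibition above a per-plate cutoff, the mean inhibition of test compounds on that plate plus 3 SD, cut at about 49% in these data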;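 further: 0% = DMSO plus EC80 beta-PEA response and 100% = DMSO alone without agonist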
#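 Test system – hTAAR1-expressing CHO RD-HGA16 cells, Gα16-coupled · Also added – β-PEA at EC80 concentration, post-compound challenge · Compound – 3 µM, single point · Incubation – dye loading 75 min at 37 °C, then 30 min room temperature · Measured by – Fluo-8 intracellular calcium dye fluorescence, real-time kinetic reads · Benchmarks – vehicle and agonist controls · Replicates – singlicate, one well per test compound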
# M5 antag: antagonists of human muscarinic M5 receptor (CHRM5). P08912. 360,000 tested, 0.59% active. AID 624040. CHO-hM5 cells, Fluo-8 calcium fluorescence, ACh EC80. inhibition, % at 3 µM;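 active means inhibition above a per-plate cutoff, the mean of that plate's test compounds plus 3 SD, cut at about 27% in these data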;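 further: 0% = acetylcholine EC80 with DMSO and 100% = DMSO without agonist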
# CHRM5 agonist: agonists of human muscarinic M5 receptor (CHRM5). 360,000 tested, 0.19% active. activation, % at 3 µM. P08912. CHO-K1 hM5 cells, Fluo-8 calcium fluorescence; 0% DMSO wells, 100% maximal acetylcholine response. AID 624037;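 active means activation above the run's mean over test compounds plus 3 SD, cut at about 23% in these data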;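 further: signal is peak over basal fluorescence ratio across the kinetic read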
# * hit, by the source's call; / = no result given. No enrichment for hits. About 4.2% of those tested had a hit in this group.
SMILES	M1 PAM parental	TAAR1 agonist	CRFR2-BP ag	M5 antag	CRFBP-R2 block	CHRM5 agonist	CHRM4 PAM	M5 PAM	TAAR1 antagonist
CCOC(=O)c1c(-c2cccs2)csc1NC(=O)CN1CC(C)OC(C)C1 (stereo not given)	19	2	2.9	5	-24	-8	-4	-15	10
CC(C)[N+](C)(C)CC#CC(O)(c1ccccc1)c1ccccc1	8	0	0.1	100*	-6	-18	-60	-32	-27
CCOc1ccc(NC(=O)CCc2nnc3ccc(N4CCN(C)CC4)nn23)cc1	-6	4	0.5	-2	-3	-7	10	4	-31
COc1ccc(CNC(=O)CSc2nn3c(=O)c(C(C)(C)C)nnc3s2)cc1OC	-3	0	-0.2	1	10	-9	-3	-5	-8
CSc1nc2ccc(NS(=O)(=O)c3ccc([N+](=O)[O-])cc3)cc2s1	9	4	-1.8	0	12	0	-8	-7	-37
O=S(=O)(c1cccs1)N1CCN(CC(O)COc2cccc(Br)c2)CC1 (stereo not given)	14	11	0.3	8	24	5	-14	-11	11
O=C(CCN1CCN(c2ccccc2)CC1)NNC(=O)c1cccc2ccccc12	-6	0	0.5	10	3	-2	-2	-5	-15
CCC(C(=O)NCc1ccccc1OC)n1nc(C)n2c(cc3occc32)c1=O (stereo not given)	7	-2	-1.5	-1	23	-12	-2	-2	3
Clc1ccc(-c2ccnc3nc(N4CCOCC4)nn23)c(Cl)c1	25	3	0.9	-5	-2	-4	3	11	-24
CC1CCN(S(=O)(=O)c2cccc(C(=O)N3CCN(c4ccc(F)cc4)CC3)c2)CC1	-17	-2	-1.8	0	3	-3	-7	-6	11
Cc1ccccc1-n1nc(-c2cccnc2)cc1C(=O)N/N=C/c1ccncc1	1	0	1.4	5	-3	-1	2	2	3
COc1ccc(CCn2c(N)c(C(=O)NCc3ccco3)c3nc4ccccc4nc32)cc1OC	13	6	-0.4	5	5	2	-4	-8	39
O=c1c(-c2nc3ccccc3s2)cccn1Cc1ccc(Cl)c(Cl)c1	8	4	4.5	-7	10	2	10	3	-11
Cc1ccc(-c2nnn3c2nc(NCCc2ccc(S(N)(=O)=O)cc2)c2ccccc23)cc1	0	3	-0.8	3	26	0	1	-4	9
Cc1ccc2cccc(OCc3cccc([N+](=O)[O-])c3)c2n1	-19	17	-0.6	5	-2	-5	-8	-8	6
COC(=O)C(Cc1ccc(O)cc1)NC(=O)c1ccccc1OC (stereo not given)	11	2	-2.3	-3	2	1	-5	5	-6
CN(C)CCN1CCN(C2CN(Cc3cn(Cc4cccc(Cl)c4)nn3)S(=O)(=O)C2)CC1 (stereo not given)	12	1	/	0	/	-1	3	-9	-1
COc1cc(CNc2ccc(N3CCCC3)cc2)cc(Cl)c1OC	-19	0	3.2	6	-23	-3	-6	1	-8
CCc1ccc2oc(C(=O)NCCc3ccc(S(N)(=O)=O)cc3)cc(=O)c2c1	15	-1	-0.8	4	3	-4	0	1	8
O=C(c1ccc(Cn2cc(Br)cn2)cc1)N1CCN(c2ccccc2)CC1	30	/	0.4	3	19	1	5	-5	/
Cc1ccc(N2CC(C(=O)Nc3ccncc3)CC2=O)cc1 (stereo not given)	15	3	-2.2	-4	2	2	-7	6	-13
COc1cc([N+](=O)[O-])ccc1NC(=S)N1CCN(c2ccccn2)CC1	-8	15	-1.0	4	-8	1	3	2	-1
Cc1cc(C)c(OCCCNCc2ccccc2)c(Br)c1	9	16	4.3	1	-11	-2	-7	-7	2
Cc1ccccc1Nc1c(-c2cccnc2)nc2ccccn12	-12	-1	-0.2	10	-9	-9	-4	-2	-7
NC(=S)N/N=C/c1ccccc1O	3	11	-1.1	7	-6	-1	8	3	4
Cc1ccc(C(=O)OCC(=O)Nc2nc(-c3ccccc3)cs2)cc1NC(=O)c1ccco1	7	16	4.7	19	-5	2	-15	-25	83*
Cc1ccc(S(=O)(=O)N(CC(=O)NCCSc2ccccn2)c2ccc(C)c(C)c2)cc1	20	5	-0.3	11	11	-5	0	-13	7
CN1CCCc2cc3c(C(F)(F)F)cc(=O)oc3nc21	-4	9	212*	-1	-92	-4	-3	-7	8
O=C(NC(=S)Nc1c(Cl)ccc2nsnc12)c1ccco1	-14	-1	7.0	13	36	-7	2	-8	-5
O=C(N/N=C/c1ccc([N+](=O)[O-])o1)c1cc(-c2cccc(Br)c2)nc2ccccc12	7	6	0.1	-1	-24	-2	-2	-8	40
CC[C@@]1(C(=O)OC)N[C@H](CN(C)C(=O)Nc2ccc(F)cc2)[C@@H]2C(=O)N(Cc3ccccc3)C(=O)[C@@H]21	12	14	0.8	-14	-16	-1	6	-6	-36
Cc1ccc(/C=C2\SC(=S)N(Cc3ccccc3)C2=O)o1	21	4	0.4	2	-13	6	8	5	-9
Cn1ncc(Br)c1C(=O)O	3	0	2.3	1	24	-1	2	4	8
Cc1ccnc(NC(=O)Nc2ccc(Br)cc2Cl)c1	19	1	-0.3	-7	-24	-2	-3	0	5
CCOC(=O)c1cn2nc(Oc3cccc(C(F)(F)F)c3)ccc2n1	15	-2	-1.0	-16	-2	4	14	16	-26
Cn1nnc2cc(C(=O)N3CCCCCC3)ccc21	22	-1	-1.0	-2	-4	1	-4	-1	-1
COc1ccccc1C(=O)Nc1nnc(-c2ccco2)s1	12	4	-0.4	6	-12	0	14	-4	11
CC(C)(C)c1ccc(C(=O)Nc2ccc(C=C(C#N)C#N)cc2)cc1	22	5	0.2	5	-32	-6	-9	-6	22
Nn1c(SCC(=O)N2CCOCC2)nnc1-c1ccc(Cl)cc1Cl	17	11	0.4	1	-16	1	6	2	10
O=C(COc1ccc([N+](=O)[O-])cc1)Nc1ccc(N2CCCC2)cc1	8	1	-1.3	11	-3	-4	-5	-7	3
N#Cc1nc(COc2ccccc2)oc1N1CCC(Cc2ccccc2)CC1	15	0	1.6	-2	7	-4	2	2	-1
O=P(O)(O)CCP(=O)(c1ccccc1)c1ccccc1	-10	8	1.0	-1	13	0	1	5	-8
O=c1c2c(n3cnnc3n1-c1ccccc1)-c1ccccc1CC21CCCCC1	18	1	0.5	-8	-14	4	9	3	-21
O=C(N/C(=C\c1ccccc1)C(=O)N1CCCCC1)c1ccc(Br)o1	-13	3	1.8	-4	-9	3	-6	-3	1
COCCOC(=O)c1c(NC(=O)CN(C)c2ccccc2)sc(C(N)=O)c1C	-6	0	1.1	7	-8	-1	-7	2	3
Cc1ccc(S(=O)(=O)N2CCN(C(=O)c3cc(-c4cccs4)nn3-c3ccccc3)CC2)cc1	4	3	3.2	11	14	3	1	-1	0
CC1(C)NC(=O)C(CCc2ccccc2)NC1=O (stereo not given)	12	0	/	-6	/	0	2	4	-15
COc1ccccc1N(CCC#N)C(=O)CSc1nc(-c2ccccc2)cn1N	13	10	-1.5	7	6	-10	2	3	7
CC(C)C(=O)N1CCN(c2ccccc2NC(=O)Cc2ccc(Cl)cc2)CC1	15	-1	-5.6	2	11	0	11	-1	1
CCOc1ccc(S(=O)(=O)NCC2CCCO2)cc1NC(=O)c1ccccc1F (stereo not given)	11	2	-0.2	8	3	-2	4	0	-1

# Three compounds drawn at random from the list so far:
SMILES	M1 PAM parental	TAAR1 agonist	CRFR2-BP ag	M5 antag	CRFBP-R2 block	CHRM5 agonist	CHRM4 PAM	M5 PAM	TAAR1 antagonist
Cn1nnc2cc(C(=O)N3CCCCCC3)ccc21	22	-1	-1.0	-2	-4	1	-4	-1	-1
O=c1c2c(n3cnnc3n1-c1ccccc1)-c1ccccc1CC21CCCCC1	18	1	0.5	-8	-14	4	9	3	-21
Cc1ccc(S(=O)(=O)N2CCN(C(=O)c3cc(-c4cccs4)nn3-c3ccccc3)CC2)cc1	4	3	3.2	11	14	3	1	-1	0

# Next records follow.
SMILES	M1 PAM parental	TAAR1 agonist	CRFR2-BP ag	M5 antag	CRFBP-R2 block	CHRM5 agonist	CHRM4 PAM	M5 PAM	TAAR1 antagonist
Cc1cc(Cl)c(OCCOCCN2CCCC(C)C2)c(Br)c1 (stereo not given)	5	7	0.2	9	-11	-16	-23	-10	-17
CC(=O)N1N=C(N)SC1c1cccc([N+](=O)[O-])c1 (stereo not given)	1	2	3.0	-1	14	-2	-2	-2	-13
CCOc1cccc(OCCOCCN(C)C)c1	0	2	0.9	-1	-18	-5	-2	2	-7
O=C1CC(N2CCN(Cc3ccc4c(c3)OCO4)CC2)C(=O)N1Cc1ccc(N2CCCC2=O)cc1 (stereo not given)	6	7	0.4	-8	11	-10	11	4	-3
Cc1cc(C)n2nc(C)c(Br)c2n1	4	11	-2.6	-7	17	0	-3	-3	-1
NS(=O)(=O)c1cc(C(=O)Nc2ccc3c(c2)OCCCO3)ccc1Cl	4	1	-0.1	8	11	-2	-6	2	5
Cc1ccc(C(NC(=O)C2CCN(CCOc3ccc(Cl)cc3Cl)CC2)c2ccccn2)cc1 (stereo not given)	2	15	/	0	/	1	-2	-3	23
CCCN(CCC)C(=O)c1ccc2c(c1)S(=O)(=O)c1ccccc1C2=O	6	1	1.1	30*	3	-6	0	-9	-29
CC1=NN(C(=O)COc2ccc(C)c(C)c2)C(O)(c2ccccc2)C1 (stereo not given)	12	0	-1.1	-1	3	-1	0	-2	3
Cc1nccn1CCC(=O)O	22	0	1.9	-7	-13	-1	23	5	3
Cn1cncc1C#Cc1c(-c2ccc(S(C)(=O)=O)cc2)sc2ccccc12	-12	11	2.4	-9	3	0	5	3	61*
N#CCCNC(=O)CCN1CCOCC1	10	2	-0.5	-2	-6	-2	5	2	8
COc1cc(OC)cc(C(=O)OCC(=O)Nc2sccc2C(N)=O)c1	3	24	2.9	25	-9	4	-17	-21	63*
COc1c2ccoc2c(OC)c2oc(=O)ccc12	15	0	0.6	2	5	0	2	-1	-24
CS(=O)(=O)N(CC(=O)NCCC1=CCCCC1)c1ccc2c(c1)OCO2	14	-2	-2.7	7	-12	-1	10	-6	3
CC(C)NC(=O)c1ccc(-c2ccc(Cl)c(C(F)(F)F)c2)o1	-10	0	-0.7	5	-15	-3	-6	-4	20
COc1ccc(-c2csc(C(O)c3ccc(OC)cc3)n2)cc1 (stereo not given)	-4	27	/	14	/	9	-6	-13	29
CN(C)S(=O)(=O)c1ccc(Cl)c(NC(=O)CSc2nc3c(cc2C#N)C(=O)CC(C)(C)C3)c1	9	0	-0.1	1	18	-2	-6	-5	25
COC(=O)N(C)C[C@H]1OCc2cnnn2CCCC(=O)N([C@H](C)CO)C[C@H]1C	15	2	-0.7	2	-10	0	1	2	-20
